Growth percent in the NCI-60 one-dose screen (48 h, 10 µM unless noted): 100 = growth as untreated, 0 = no growth, -100 = all killed.
M14: M14 melanoma. 6.2% of 80,000 active. AID 1794745
MALME-3M: MALME-3M melanoma; 5.8% of 78,000 active
SK-MEL-5: SK-MEL-5 melanoma; 6.4% of 80,000 active
UACC-257: UACC-257 melanoma. AID 1794764. 4.4% of 78,000 active
UACC-62: UACC-62 melanoma; 5.4% of 81,000 active; AID 1794756
MDA-MB-435: MDA-MB-435 melanoma | 7.8% of 82,000 active
SK-MEL-2: SK-MEL-2 melanoma. 4.7% of 77,000 active. AID 1794763
SK-MEL-28: SK-MEL-28 melanoma. AID 1794761. 4.1% of 81,000 active
An asterisk follows results filed as active; . = no result given; & = joins results of further samples. Rule for the calls: active = growth percent below 10; inactive = the rest.

nr | Structure | MDA-MB-435 | M14 | UACC-62 | SK-MEL-28
1 | O=C1c2ccccc2C(=O)c2cc(S(=O)(=O)Cl)ccc21 | 117.1 | . | 107.8 | 111.7
2 | Nc1nc(Nc2ccccc2)nn1Cc1c(Cl)cccc1Cl | 48.4 | 35.5 | 33.5 | 55.5
3 | Cc1ccc2nc(COc3ccc(C(=O)NNC(=O)Nc4ccc(Cl)c(C(F)(F)F)c4)cc3)[nH]c2c1 | 8.8* | 27.7 | 40.1 | -35.4*
4 | COc1ccc(C(=O)/C=C/c2cc3ccccc3n3nnnc23)cc1 | 103.1 | 110.0 | 97.7 | 110.3
5 | Nc1nc(Cl)c2c(n1)Nc1ccccc1N=C2 | 105.0 | 104.9 | 91.6 | 94.4
6 | O=C(NCCCNc1cc(-c2cn(-c3ccccc3)nc2-c2cccc(O)c2)ccn1)c1ccc(F)cc1 | -67.7* | -41.8* | -1.6* | -34.8*
7 | CCc1ccc(OCCO)c(Cl)c1 | 97.9 | 108.9 | . | 104.8
8 | Cc1ccc(/C=N/n2c(CN3CCCCC3)nc3ccccc3c2=O)cc1 | 101.4 | 104.2 | 98.1 | 110.8
9 | CC(=O)c1c(O)cc2c3c1OC(C)(C)C1CCC(C)(CC31)O2 (centres undefined) | 103.5 | 92.2 | 88.5 | 111.1
10 | O=[N+]([O-])c1ccc(/C=N\N=C\c2ccc([N+](=O)[O-])cc2)cc1 | 108.2 | 107.5 | 93.2 | 117.2

nr | SK-MEL-5 | SK-MEL-2 | MALME-3M | UACC-257
1 | 120.0 | 105.1 | 125.1 | 102.3
2 | 23.5 | 49.2 | 31.4 | 69.7
3 | 35.3 | 98.4 | -48.5* | -17.4*
4 | 103.2 | 105.9 | 108.5 | 114.5
5 | 105.0 | 113.6 | 99.8 | 107.0
6 | -24.8* | -9.0* | -12.1* | -51.7*
7 | 104.8 | 94.9 | 99.2 | 84.5
8 | 99.5 | 113.6 | 99.4 | 114.0
9 | 83.1 | 99.2 | 93.8 | 126.0
10 | 105.1 | 107.3 | 113.0 | 106.6

Continuation.
nr | Structure | MDA-MB-435 | M14 | UACC-62 | SK-MEL-28
11 | O=S(=O)(Nc1ccc(Cl)c(C(F)(F)F)c1)c1ccc(-c2cnc(C3CC3)o2)cc1 | 2.8* | 10.9 | -10.2* | 19.4
12 | O=C(O)Cc1ccc2c(c1)CCC2 | 102.1 | 95.4 | 102.8 | 105.0
13 | COc1cc(C2CC(c3ccc(F)cc3)=Nc3c(N)nc(N)nc3N2)ccc1Oc1nc(Nc2ccc(F)cc2)nc(N(C)C)n1 (centres undefined) | 47.0 | 56.6 | 73.4 | 84.2
14 | COc1ccc(C2=C/C(=C/c3ccc(Cl)cc3)C(=O)N2Cc2ccccc2)cc1 | 103.0 | 97.7 | 90.0 | 100.7
15 | COC(=O)[C@]1(C)CCC[C@]2(C)[C@H]3C[C@H]4C(C(C)C)=C[C@]3(CC[C@H]21)[C@@H]1C(=O)N(CCC#N)C(=O)[C@@H]14 | 86.5 | 83.1 | 62.9 | 107.6
16 | COc1ccc(OC)c(C#N)c1 | 102.4 | 93.8 | 104.4 | 101.8
17 | O=C(N=c1oc2ccccc2cc1-c1cc2ccccc2[nH]1)c1ccc(Cl)cc1 | 96.4 | 79.7 | 63.1 | 95.3
18 | Nc1ccc(/C=C/c2ccc(N)cc2S(=O)(=O)O)c(S(=O)(=O)O)c1 | 101.5 | 97.2 | . | 111.2
19 | CC(C(=O)O)c1ccc2c(c1)Cc1ccccc1-2 (centres undefined) | 102.0 | 90.8 | 100.4 | 113.4
20 | O=C(CSc1ccc(-c2ccccc2)nn1)Nc1nc2ccccc2[nH]1 | 100.4 | 105.8 | 89.7 | 94.5

nr | SK-MEL-5 | SK-MEL-2 | MALME-3M | UACC-257
11 | 18.6 | 5.3* | 28.7 | -0.6*
12 | 104.1 | 84.8 | 95.9 | 96.3
13 | -94.3* | 19.2 | 52.5 | 38.7
14 | 99.9 | 100.4 | 92.5 | 76.9
15 | 71.6 | 88.6 | 103.2 | 85.4
16 | 104.4 | 103.1 | 83.0 | .
17 | 96.1 | 100.7 | 94.1 | 98.7
18 | 105.2 | 98.5 | . | 99.5
19 | 99.9 | 64.2 | 86.1 | 98.4
20 | 94.1 | 93.6 | 95.6 | 106.8

The listing continues:
nr | Structure | MDA-MB-435 | M14 | UACC-62 | SK-MEL-28
21 | CCC1(c2ccccc2)C(=O)NCNC1=O | 106.4 | 103.6 | . | 106.4
22 | CC(C(=O)Nc1ccccc1C(=O)NCCN)(c1ccccc1)c1ccccc1 | 104.2 | 103.1 | 94.0 | 102.3
23 | O=C(c1ccccc1)C(C(C(=O)c1ccccc1)N1CCOCC1)N1CCOCC1 (centres undefined) | 111.1 | 105.1 | 100.9 | 111.8
24 | COc1ccc(-c2nc3ccc(C(=O)NN4C(=O)c5ccc(C(=O)O)cc5C4=O)cc3[nH]2)cc1 | 102.5 | 94.7 | 93.2 | 102.3
25 | Cc1ccc(-c2csc(N)n2)cc1 | 105.5 | 102.2 | 99.0 | 109.8
26 | Nc1ccc(S(=O)(=O)c2ccc(N)c(Cl)c2)cc1 | 114.5 | 109.1 | 103.3 | 108.8
27 | CC(=O)CC(c1ccccc1)c1c(O)c2ccccc2oc1=O (centres undefined) | 101.7&94.5 | 104.5 | 106.3 | 111.1&120.0
28 | COc1ccc(N=Nc2c(N)nn3c(N)c(C#N)c(-c4ccc(C)cc4)nc23)cc1 | 56.6 | 61.6 | 78.5 | 91.1
29 | CSc1ncc(C)c(Nc2ccc(Cl)cc2)n1 | 106.0 | 112.4 | 99.4 | 113.8
30 | CCCC(OC(C)=O)c1ccc2c(c1)OCO2 (centres undefined) | 106.0 | 102.0 | 102.3 | 106.0

nr | SK-MEL-5 | SK-MEL-2 | MALME-3M | UACC-257
21 | 108.0 | 108.3 | . | 109.7
22 | 89.0 | 82.1 | 104.3 | 83.2
23 | 109.2 | 96.2 | 88.4 | 105.0
24 | 93.6 | 100.4 | 93.6 | 89.1
25 | 97.1 | 107.0 | 124.2 | 79.9
26 | 105.4 | 114.0 | 101.8 | 104.2
27 | 101.5&108.1 | 122.3&141.4 | 106.3&99.8 | 113.5&89.3
28 | 55.4 | 91.0 | 93.7 | 92.7
29 | 109.9 | 102.9 | 121.8 | 127.0
30 | 102.3 | . | 91.9 | 94.9

Additional compounds:
nr | Structure | MDA-MB-435 | M14 | UACC-62 | SK-MEL-28
31 | N=c1ccn(O)cc1CCc1ccccc1 | 116.6 | 97.8 | 99.4 | 120.7
32 | COc1ccc(-c2nc(SCC(C)C)nc(Nc3ccc(C)cc3)c2C#N)cc1 | 86.7 | 88.8 | 101.5 | 94.6
33 | C=CCOC(=O)[C@H](C)NC(=O)[C@@H]1CCCN1C(=O)CNC(=O)C(C)(C)C | 102.4 | 93.9 | 96.6 | 109.8
34 | COc1ccc(NC(=O)Oc2cc(C)ccc2C(C)C)cc1 | 85.3 | 102.5 | 83.9 | 192.2
35 | c1ccc2oc(-c3ccncc3)cc2c1 | 101.2 | 103.0 | 94.0 | 101.6
36 | CCCCCCCCCCCCNP(=S)(NCCCCCCCCCCCC)NCCCCCCCCCCCC | 107.6 | 98.9 | 95.4 | 108.1
37 | CC(Nc1ccc([N+](=O)[O-])cc1[N+](=O)[O-])c1ccccc1 (centres undefined) | . | 100.1 | 83.7 | 102.8
38 | CC1=Nc2ccccc2C(=O)N(C)N1 | 98.9 | 103.2 | 99.8 | 107.3
39 | Nc1ncnc2c1c(-c1ccccc1)nn2CC(=O)N1CCOCC1 | 104.3 | 103.2 | 94.8 | 103.7
40 | CCOC(=O)c1cc(C(=O)c2ccc(Cl)cc2)n2c1ccc1c3cccnc3ccc12 | 96.5 | 95.2 | 91.5 | 101.6

nr | SK-MEL-5 | SK-MEL-2 | MALME-3M | UACC-257
31 | 102.6 | 114.1 | 94.6 | 102.7
32 | 86.1 | 107.0 | 74.3 | 103.3
33 | 106.7 | 108.6 | 99.1 | 96.4
34 | 98.4 | . | 142.9 | 97.9
35 | 101.4 | 90.3 | 99.5 | 100.6
36 | 101.6 | 96.6 | 92.8 | 104.2
37 | 100.9 | 91.3 | 101.7 | 98.6
38 | 102.5 | . | 109.5 | 90.5
39 | 100.6 | 105.2 | 106.9 | 107.3
40 | 94.5 | 98.0 | 100.9 | 96.9

The list goes on (five carried over from the part before).
nr | Structure | MDA-MB-435 | M14 | UACC-62 | SK-MEL-28
36 | CCCCCCCCCCCCNP(=S)(NCCCCCCCCCCCC)NCCCCCCCCCCCC | 107.6 | 98.9 | 95.4 | 108.1
37 | CC(Nc1ccc([N+](=O)[O-])cc1[N+](=O)[O-])c1ccccc1 (centres undefined) | . | 100.1 | 83.7 | 102.8
38 | CC1=Nc2ccccc2C(=O)N(C)N1 | 98.9 | 103.2 | 99.8 | 107.3
39 | Nc1ncnc2c1c(-c1ccccc1)nn2CC(=O)N1CCOCC1 | 104.3 | 103.2 | 94.8 | 103.7
40 | CCOC(=O)c1cc(C(=O)c2ccc(Cl)cc2)n2c1ccc1c3cccnc3ccc12 | 96.5 | 95.2 | 91.5 | 101.6
41 | Fc1ccc(-c2nnc(CNc3ccc(F)c(Cl)c3)o2)cc1 | 107.2 | 103.1 | 102.7 | 107.6
42 | C[C@H](OS(N)(=O)=O)[C@@H](O)c1c(Cl)cccc1Cl | 102.4 | 105.4 | 94.2 | 101.4
43 | COc1cc(N2C(=O)CC3C4CCC(=O)N4c4cc(OC)c(OC)c(OC)c4C32)cc(OC)c1OC (centres undefined) | 98.2 | 96.9 | 100.6 | 98.9
44 | COc1cc(/C=C/c2cc(/C=C/c3ccc(O)c(OC)c3)n(-c3ccc(F)c(Cl)c3)c(=O)n2)ccc1O | 94.7 | 92.1 | 75.1 | 99.0
45 | Cc1cc2nc3c4ccccc4n(CCN4C(=O)c5ccccc5C4=O)c3nc2cc1C | 101.0 | 97.2 | 69.5 | 104.3
46 | CC(C)(C)c1ccc(O)c(C2CCCCC2)c1 | 117.5 | 122.4 | 96.7 | 110.1
47 | Cc1ccc(Oc2c(/C=N\N=c3/sc4ccccc4n3C)c(C)nn2-c2ccccc2)cc1 | 97.5 | 85.9 | 64.7 | 99.8
48 | C=CCc1c(O)c(C=O)c(OC)c2c(=O)cc(-c3ccccc3OC)oc12 | 98.8 | 104.1 | 79.9 | 103.0
49 | O=C(CSc1nc2sc3c(c2c(=O)n1-c1ccc(Cl)cc1)CCCC3)N/N=C/C=C/c1ccccc1 | -50.1* | -65.9* | -79.9* | -80.1*
50 | COc1ccc(/C=C/c2cc(N3CCOCC3)c3cc(Cl)c(Cl)cc3n2)cc1OC | 89.6 | 97.0 | 102.2 | 111.3

nr | SK-MEL-5 | SK-MEL-2 | MALME-3M | UACC-257
36 | 101.6 | 96.6 | 92.8 | 104.2
37 | 100.9 | 91.3 | 101.7 | 98.6
38 | 102.5 | . | 109.5 | 90.5
39 | 100.6 | 105.2 | 106.9 | 107.3
40 | 94.5 | 98.0 | 100.9 | 96.9
41 | 106.2 | 88.0 | 106.7 | 92.2
42 | 101.2 | 104.2 | 105.6 | 95.7
43 | 97.6 | . | 92.4 | 101.5
44 | 83.2 | 83.6 | 91.8 | 68.0
45 | 79.8 | 90.9 | 71.7 | 109.7
46 | 96.3 | 89.0 | 114.7 | 86.6
47 | 91.7 | 93.0 | 97.0 | 103.8
48 | 85.4 | 99.7 | 113.6 | 93.2
49 | -95.2* | -29.3* | -97.0* | 1.1*
50 | 87.5 | 100.9 | 90.9 | 102.9

(continued)
nr | Structure | MDA-MB-435 | M14 | UACC-62 | SK-MEL-28
51 | CCN(CC)CCNc1ccc(C)c2sc3cc(Cl)ccc3c(=O)c12 | -44.8* | -64.9* | -67.0* | -59.3*
52 | O=C(Cn1nnc2ccccc21)N/N=C/c1c[nH]c2ccccc12 | -15.9* | 19.7 | 23.0 | 72.5
53 | Nc1ccccc1-c1cc2c(c3c1[nH]c1ccccc13)-c1ccccc1OC2 | 105.1 | 80.1 | 93.8 | 101.5
54 | OCC(O)COc1c(Cl)c(Cl)c(Cl)c(Cl)c1Cl (centres undefined) | 99.7 | 91.8 | 90.9 | 100.6
55 | C=C(C)[C@@H]1CC[C@]2(C(=O)OC)CC[C@]3(C)[C@H](CC[C@@H]4[C@@]5(C)C/C(=C/c6ccc(OC)cc6)C(=O)C(C)(C)[C@@H]5CC[C@]43C)[C@@H]12 | 72.1 | 91.0 | 99.7 | 101.7
56 | O=C(NNc1nc2cc(F)c(F)cc2n2cccc12)c1cnccn1 | 37.1 | . | 22.2 | 36.0
57 | C/C(C/C(C)=N/c1c(N)c(=O)n(C)c(=O)n1C)=N/c1c(N)c(=O)n(C)c(=O)n1C | 112.4 | 110.6 | 101.2 | 108.7
58 | COC(=O)C1CCCC2(C1)OCCO2 (centres undefined) | 104.2 | 102.5 | 105.4 | 114.6
59 | COC(C(=O)[C@@H](O)[C@@H](C)O)[C@@H]1Cc2cc3cc(O[C@H]4C[C@@H](O[C@H]5C[C@@H](O)[C@H](O)C(C)O5)[C@H](O)C(C)O4)cc(O)c3c(O)c2C(=O)[C@H]1O[C@H]1C[C@@H](O[C@H]2C[C@@H](O[C@H]3C[C@@H](OC)[C@H](O)C(C)O3)[C@@H](O)C(C)O2)[C@H](O)C(C)O1 (some centres undefined) | 44.8 | 57.2 | 0.2* | 30.7
60 | CNC(=O)c1cc(Oc2ccc3nc(NC(=O)NCCCN4CCN(C)CC4)sc3c2)ccn1 | 110.2 | 106.4 | 103.5 | 119.1

nr | SK-MEL-5 | SK-MEL-2 | MALME-3M | UACC-257
51 | 14.1 | 36.5 | -26.4* | -28.2*
52 | 28.4 | 38.4 | 61.0 | 65.3
53 | 102.5 | 91.7 | 88.5 | 100.1
54 | 103.5 | 92.6 | 107.2 | 95.8
55 | 95.8 | 103.9 | 99.7 | 104.1
56 | 29.3 | 46.2 | 49.7 | 17.5
57 | 98.3 | 122.9 | 101.4 | 106.8
58 | 100.3 | 103.8 | 112.0 | 113.5
59 | 14.6 | 33.2 | 25.8 | 19.9
60 | 97.2 | 122.6 | 100.1 | 109.2

High-throughput results as filed in PubChem BioAssay.
